High-throughput results deposited in PubChem by The Scripps Research Institute Molecular Screening Center.
TTR transcr act – TTR transcription activation, primary screen; activation, % at 16.7 µM; AID 1117267; SH-SY5Y TTR promoter Gaussia luciferase, luminescence; 100% = recombinant luciferase protein wells; hit rate 1.3% among 92,000;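 active means activation above the mean of all tested compounds plus 3 SD, cut at about 9.5% in these data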;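 further: cells exposed to compounds for one day before reading; 0% = median of all test compound wells on the plate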
Starred values were filed as active, the others as inactive. A portion of the library. The share of hits here may be higher or lower than overall.

SMILES	TTR transcr act
O=C1OC[C@@H]2CCCN2C(=O)[C@H](CC(=O)N(CCO)Cc2ccccc2)C/C=C\CC[C@H]1Cc1ccc(F)cc1	-3.9
CCCCNC(=O)C(NC(=O)c1cccnc1)C(=O)c1ccccc1 (stereo not given)	-1.6
COc1cc(C(=O)N=c2sc3c(C)ccc(OC)c3n2C)cc(OC)c1OC	1.1
Cn1c(N)c(C#N)c(C#N)c1-c1ccccc1	3.0
Cc1c(N2C(=O)C(C)SC23C(=O)Nc2ccccc23)c(=O)n(-c2ccccc2)n1C (stereo not given)	0.0
CC1CC(C)C[N+](=C2C=C(N3CCCC3)CC(C)(C)C2)C1 (stereo not given)	-4.5
Cc1cc(NC(=O)CS(=O)(=O)c2c[nH]c3ccccc23)no1	-0.9
CN(C)c1ccc(CN(C(=O)c2ccc(Cl)c([N+](=O)[O-])c2)C2CCS(=O)(=O)C2)cc1 (stereo not given)	-2.2
C=CCOC(=O)c1c(C)nc2cc3c(cc2c1C)OCO3	-0.2
O=C(CN1N=C(C(F)(F)F)CC1(O)c1ccc([N+](=O)[O-])cc1)c1ccccc1 (stereo not given)	1.2
COC(=O)CSc1nnc(-c2cnccn2)n1C	-1.0
Cc1ccccc1CNC(=O)c1ccc(CSCc2ccccc2)cc1	-1.5

Structural class: the compounds so far with fluorine
SMILES	TTR transcr act
O=C1OC[C@@H]2CCCN2C(=O)[C@H](CC(=O)N(CCO)Cc2ccccc2)C/C=C\CC[C@H]1Cc1ccc(F)cc1	-3.9
O=C(CN1N=C(C(F)(F)F)CC1(O)c1ccc([N+](=O)[O-])cc1)c1ccccc1 (stereo not given)	1.2

More structures follow.
SMILES	TTR transcr act
COc1ccc2[nH]c(C(=O)O)c(NC(=O)c3ccccc3[N+](=O)[O-])c2c1	1.6
O=C(c1ccncc1)N1CCN(S(=O)(=O)c2cccc(C(F)(F)F)c2)CC1	0.1
COC(=O)[C@]12C[C@H](CC(=O)N3CCSCC3)C(=O)N(Cc3ccco3)C1=C[C@H](C1CCCC1)O[C@@H]2C	0.2
C/C(CC(=O)NC1CCCCC1)=N\NC(=O)c1ccccn1	-0.2
O=C1C2C(c3ccccc3)C=CC(c3ccccc3)C2C(=O)N1c1ccccn1 (stereo not given)	0.9
COc1ccc(CCN2C(=O)C3C4C=CC(C4)C3C2=O)cc1OC (stereo not given)	-0.4
COc1ccc(OC)c(C2C=C(C34CC5CC(CC(C5)C3)C4)NC(=S)N2)c1 (stereo not given)	-1.6
Cc1ccc(-n2cccn2)c(CN2CCCC(CNC(=O)c3ccc(F)cc3)C2)c1 (stereo not given)	0.7
COc1cccc(C=O)c1OCCN1C(=O)c2ccccc2C1=O	-1.8
O=C(CN(Cc1ccco1)C(=O)CCC(=O)Nc1ccccn1)NCCc1ccccc1	2.7
O=C(NCC1CCCO1)c1cccc(Oc2ccc([N+](=O)[O-])cc2Cl)c1 (stereo not given)	1.2
CC(Oc1ccccc1)C(=O)N1CCN(c2ccc(N3CCCCCC3)nn2)CC1 (stereo not given)	0.1
NNc1cc(C(=O)O)ccc1Cl	-1.3
Cc1ccc(-c2nn(C)c(=O)c3ccccc23)cc1S(=O)(=O)N1CCOCC1	-1.6
CCOc1ccc2nc(C)cc(Nc3cccc([N+](=O)[O-])c3)c2c1	-4.9
Cc1ccc(S(=O)(=O)NNC(=O)CCC(=O)Nc2ccc(C)c(C)c2)cc1	5.2
COc1cccc(CN2CCNC(=O)C2CC(=O)O)c1OC (stereo not given)	0.3
CCc1c(O)nc(SCC(=O)Nc2ccccc2)n(-c2ccccc2)c1=O	0.6
COc1ccc(C2C(C(=O)Nc3cccc(C)n3)CCC(=O)N2c2ccc(OC)cc2)cc1 (stereo not given)	-5.3
CCN(CCn1cccn1)Cc1c(C(=O)N2CCCCCCC2)nc2ccc(Cl)cn12	0.7
CCC1(c2ccccc2)NC(=O)N(CC(=O)Nc2ccccc2N2CCCCC2)C1=O (stereo not given)	-2.7
Cc1ccc(CN2CCCCC(NC(=O)c3ccc(Br)cc3)C2=O)cc1 (stereo not given)	-2.1
Cc1c(C(=N)C(C#N)C#N)c(=N)oc2c1ccc1ccccc12	0.8
CN(C)CCOC1c2ccccc2CCc2ccc3ccccc3c21 (stereo not given)	1.8

Two consecutive compounds out of the list so far:
SMILES	TTR transcr act
NNc1cc(C(=O)O)ccc1Cl	-1.3
Cc1ccc(-c2nn(C)c(=O)c3ccccc23)cc1S(=O)(=O)N1CCOCC1	-1.6

Some of the entries so far, with bars between the fields:
Molecule | TTR transcr act
COc1ccc(OC)c(C2C=C(C34CC5CC(CC(C5)C3)C4)NC(=S)N2)c1 (stereo not given) | -1.6
Cc1ccc(-n2cccn2)c(CN2CCCC(CNC(=O)c3ccc(F)cc3)C2)c1 (stereo not given) | 0.7
COc1cccc(C=O)c1OCCN1C(=O)c2ccccc2C1=O | -1.8

(more compounds)
SMILES	TTR transcr act
CCOc1ncccc1C(=O)OCC(=O)N1CCc2ccccc21	-1.7
COCCN(C(=O)Cc1ccc(OC)c(OC)c1)c1nc(-c2cc(OC)ccc2OC)cs1	1.3
O=C(Cc1n[nH]c(=O)c2ccccc12)OCC(=O)c1ccc2c(c1)OCCO2	1.1
COc1ccccc1-c1ccc([C@@H]2C[C@H]3[C@H](CON3C)CN2C(=O)c2ccc(-c3ccccc3)cc2)cc1	-2.6
CCOC(=O)C1(Cc2cccc(F)c2)CCN(Cc2cn(CC)nc2C)CC1	-0.4
Cc1cccc(NC(=O)CN(CC2CCCO2)C(=O)c2oc3ccc(F)cc3c2C)c1C (stereo not given)	7.5
COC(=O)CC1=C(C(=O)OC)[C@@H](c2ccccc2[N+](=O)[O-])C(C#N)=C(N)O1	-0.7
CC(C)(C)c1ccccc1OCCN1CCCC1	-0.9
Cn1cnc2ncnn2c1=S	0.1
C[C@H](CO)N1C[C@H](C)[C@@H](CN(C)C(=O)Nc2ccccc2)Oc2c(NC(=O)Nc3ccc4c(c3)OCO4)cccc2C1=O	-3.5
COc1ccc(/C(O)=C2/C(=O)C(=O)N(CCN(C)C)C2c2ccccn2)cc1OC (stereo not given)	0.1
CN(CC(=O)Nc1ccc(Cl)c(Cl)c1)C(=O)CNC(=O)Cc1ccccc1	0.6
O=C(Nc1ccc(Nc2ccncc2)cc1)c1ccc(Nc2ccnc3ccc([N+](=O)[O-])cc23)cc1	0.5
O=C(CCN1C(=O)C2C3CCC(C3)C2C1=O)Nc1ccc(Br)cc1 (stereo not given)	-2.2
CCc1c(C)nc2ncnn2c1N1CCC(C(=O)Nc2cccc(C(C)=O)c2)CC1	0.2
CCOC(=O)[C@H]1[C@H]2COc3ccc(C)cc3[C@@H]2N2C(=O)[C@@H](CO)NC(=O)[C@@]12C	1.3
COc1ccc(C(=O)NNC(=S)NC(=O)c2ccc(Cl)cc2)cc1	0.5
Cn1ccsc1=NC(=O)c1ccc(OC(F)(F)F)cc1	-1.3
CC(c1ccccc1C(=O)O)c1cc(F)cc2ccccc12 (stereo not given)	3.8
c1ccc2oc(SCc3cn4ccsc4n3)nc2c1	0.5
COc1ccccc1CCn1cnc2c3cc(C)ccc3n(C)c2c1=O	-1.0
CC[C@]12c3[nH]c4ccc(Cl)cc4c3CCN1C(=O)[C@@H](CC(=O)NCCc1ccccn1)C[C@@H]2C(=O)N1CCN(C(=O)c2ccco2)CC1	3.1
CC1S/C(=N\N=C\c2cccc([N+](=O)[O-])c2)N(C(C)(C)C)C1=O (stereo not given)	-1.2
COc1ccc(C(=NNc2ccccc2C(=O)O)c2ccc(OC)cc2)cc1	-1.1
COc1ccc(C(=O)NC2CCN(C(=S)Nc3cc(C)cc(C)c3)CC2)cc1	0.5
Cc1ccc(S(=O)(=O)NC(CC(=O)NC2CCCC2)c2ccco2)cc1 (stereo not given)	0.7
O=C(NC1(C(F)(F)F)NC(=O)N(Cc2ccco2)C1=O)c1cccnc1 (stereo not given)	-1.4
O=C(CN1CCCCC1)Nc1cccc([N+](=O)[O-])c1	1.0
COc1ccc(/C=N/NC(=O)CCc2c(C)n[nH]c2C)cc1OC	1.9
COC(=O)/C(=C/Nc1ccc(O)cc1)[N+](=O)[O-]	-0.5
O=C(C1CCCN(S(=O)(=O)c2ccccc2)C1)N1CCCCCC1 (stereo not given)	-2.6
O=C(c1ccco1)N1CCN(C(=O)N2CCCC2)CC1	4.0
C/C(Cc1ccccc1)=N\NC(=O)CNC(=O)c1ccccc1	1.5
CC(=O)Nc1ccc(S(=O)(=O)NNC(=O)COc2ccc(C)cc2)cc1	2.4
O=C(O)c1nnn(-c2cc(C(F)(F)F)cc(C(F)(F)F)c2)c1-c1ccccc1	-1.6
O=[N+]([O-])c1ccc(N(CC2CO2)S(=O)(=O)c2ccccc2)cc1 (stereo not given)	-0.4
Cc1ccc2nc(-c3ccc(F)cc3)nc(SCC(=O)NCC3CCCO3)c2c1 (stereo not given)	2.5
COC(=O)/C=C1/C(=O)N/C(=N\c2nc(C)cc(C)n2)N1c1ccc(OC)cc1	0.5
Cc1ccc(OCC(=O)N(Cc2cccs2)C2CCS(=O)(=O)C2)cc1 (stereo not given)	0.9
O=C(Nc1ccc(S(=O)(=O)NCc2ccco2)cc1)C1CCCCC1	-0.9
CC(C)c1ccc[n+](-c2nc([O-])sc2C=O)c1	2.1
CC(C)CCCN1C(N(C)C)=NC[C@@H]1C	-0.5
COc1cc(/C=C/C(=O)NCc2ccccn2)cc(OC)c1OC	-0.1
Cc1ccc(S(=O)(=O)N2CC[C@@]3(Cc4ccccc4)Cc4ccccc4C[C@@H]23)cc1	1.3
COc1ccc(Cl)cc1Nc1nc(-c2sc(NC(=O)C(C)(C)C)nc2C)cs1	-3.1
Cc1cc(N/N=C/c2ccc(O)c(C)c2O)nc(-c2ccccc2O)n1	-5.8
Cc1ccc(C)c(S(=O)(=O)N2CCN(C(=O)c3ccnn3C)CC2)c1	-0.5
COc1ccc(S(=O)(=O)Nc2ccc(N3CCOCC3)nc2)cc1	0.1
Cc1ccc(-c2csc(NC(=O)CCNC(=O)c3ccco3)n2)cc1	-0.6
CCC(c1nnnn1Cc1ccc(F)cc1)N(CCCO)Cc1cc2cc3c(cc2[nH]c1=O)OCO3 (stereo not given)	-1.3
O=C(Cc1cccs1)N=Nc1c(O)[nH]c2ccccc12	0.8
CCn1ccnc1CN(C)Cc1nc(Cc2cccc(C(F)(F)F)c2)no1	-1.2
CCN(CC)S(=O)(=O)c1cccc(C(=O)N/N=C(\C)c2cccs2)c1	0.6
COc1ccccc1CNC(=O)CC(C)c1ccccc1 (stereo not given)	0.9
Nc1nc(SCC(=O)Nc2cccc(F)c2)n[nH]1	-0.6
CCCCNC(=O)C1(C)CCN1C(=O)c1ccc(C)c(F)c1 (stereo not given)	2.7
COc1ccccc1OCCn1c(=S)[nH]c2ccccc21	-1.3
CCN1C(=O)[C@H]2[C@@H](c3ccc(C)cc3)N3C(=O)N(c4ccccc4)C(=O)[C@@]3(C)[C@H]2C1=O	-0.1
COCCn1c(=O)[nH]c2cc(C(=O)N3CCN(c4ccccc4OC)CC3)ccc2c1=O	0.9
Cc1ccc(CNC(=O)Nc2ccc(C)cc2)cc1	-2.2
(more compounds)
SMILES	TTR transcr act
CCC(C)NC(=O)CN(C1CCCCC1)S(=O)(=O)c1ccc(F)cc1 (stereo not given)	2.0
CCOC(=O)CCCNC(=O)COC(=O)c1cccc(C)c1O	2.8
COc1ccccc1NC(=S)NC(NC(=O)C(C)C)C(Cl)(Cl)Cl (stereo not given)	-0.8
O=c1c(Cl)c(Cl)cnn1-c1ccccc1	-6.6
COc1ccc(Oc2c(Cl)cnn(-c3ccc(C)cc3)c2=O)cc1	1.0
CN1OC[C@@H]2CN(Cc3ccc(Cl)cc3)[C@H](c3ccc(-n4ccnc4)cc3)C[C@@H]21	1.1
CC(C)(C)NC(=S)NCc1ccncc1	-0.2
O=[N+]([O-])c1ncccc1OCCOc1ccc(Cl)cc1Cl	0.1
O=C(Nc1cccc(NC(=O)c2ccccc2)n1)c1ccccc1	0.1
C[C@H]1COC(=O)[C@@H](Cc2ccc(F)cc2)CC/C=C/C[C@H](CC(=O)N(CCO)Cc2ccccc2)C(=O)N1	0.3
CC1(C)CC(=O)C2=C(C1)Nc1ccccc1NC2c1nc2ccccc2[nH]1 (stereo not given)	-0.4
CCOc1ccccc1CNC(=O)Cn1ccc2cc(S(=O)(=O)N3CCCC3)ccc21	0.1
CSc1cccc(NC(=S)NN(C)C)c1	-0.1
O=C(Cc1ccccc1)NCC(=O)OCC(=O)c1ccccc1Cl	-0.5
CC(C)NC(=O)COc1ccccc1C#N	-2.1
CC(C)N(Cc1ccccc1)CC(O)COc1ccc(S(=O)(=O)N2CCOCC2)cc1Cl (stereo not given)	-1.4
Cc1ccc(S(=O)(=O)N2C[C@H]3[C@H]4C(=O)N(c5ccccc5)C(=O)[C@H]4C[C@H](OC(=O)NCc4ccco4)[C@@]3(O)C2)cc1	-1.4
CC1CCCCN1Cc1ccc(N(C)C)cc1 (stereo not given)	0.8
COc1ccc(CCN(Cc2nc3ccccc3c(=O)[nH]2)C(=O)c2ccco2)cc1OC	0.3
Cc1nn(C)cc1CNC(=O)c1cccc(Cl)c1	0.2
COc1ccc2c(c1)N=CN1CCc3c([nH]c4ccccc34)C3=NCC[C@@]321	-0.8
COc1cccc(-n2c(=O)c3c(C)c(C(=O)N(C)C)sc3n(CC(=O)NCCc3ccc(OC)c(OC)c3)c2=O)c1	-1.4
Cc1ccccc1Nc1ncc(C#N)c(N)n1	0.4
S=c1[nH]nc(C2CCCCC2)n1/N=C/c1ccccc1Cl	5.9
COc1ccc(N(CC(=O)NCc2cccnc2)S(=O)(=O)c2ccccc2)c(OC)c1	-1.1
COC(=O)c1ccc(COC(=O)c2cccnc2Cl)cc1	-1.4
Cc1ccc(Sc2nc3c(c(=O)[nH]c(=O)n3C)n2CCc2ccccc2)cc1	-0.1

5 records picked at random from those above, as already listed:
SMILES	TTR transcr act
Cc1ccc(Sc2nc3c(c(=O)[nH]c(=O)n3C)n2CCc2ccccc2)cc1	-0.1
Cc1nn(C)cc1CNC(=O)c1cccc(Cl)c1	0.2
COC(=O)c1ccc(COC(=O)c2cccnc2Cl)cc1	-1.4
O=C(Cc1ccccc1)NCC(=O)OCC(=O)c1ccccc1Cl	-0.5
CSc1cccc(NC(=S)NN(C)C)c1	-0.1
